Bioassay records deposited in PubChem BioAssay by National Center for Advancing Translational Sciences (NCATS).
PTHR1 agonist: agonists of human PTHR1 parathyroid hormone receptor; Q03431; HEK293 GP2 PTHR1 cells, GloSensor cAMP luminescence, 1 h; Potency, µM (top dose mostly 115 µM), inactives show at the top dose activation, most hits filed as activators; 0.075% of 410,000 active; note: potency is the fitted concentration of half-maximal effect; nearly all actives have a fitted effect of over 55% in size; some results filed as inactive show a strong effect at the top dose; inactives centre near -15; many of its hits are not listed in these tables
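HEK-293-derived GP2 cells expressing PTHR1 and a GloSensor cAMP reporter, 3,000/well, plated overnight, given luciferin plus IBMX (each 0.5 mM as added) for 1 h at 37 °C, then compound for 1 h at 37 °C. Luminescence was read after 15 min at room temperature.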
EPAC1 antag: EPAC1 (human) antagonism. EPAC1 GEF assay, Rap1b-BODIPY-GDP exchange fluorescence. Potency, µM (series often up to 115 µM), inactives show at the highest dose activity change, negative = inhibition, actives largely listed as inhibitors. 0.14% of 360,000 active. O95398;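 note: potency is the fitted concentration of half-maximal effect; plate controls were vehicle for no effect and positive control for full effect; nearly all actives have a fitted effect of over 50% in size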
Target sequence (O95398 whole entry, looked up): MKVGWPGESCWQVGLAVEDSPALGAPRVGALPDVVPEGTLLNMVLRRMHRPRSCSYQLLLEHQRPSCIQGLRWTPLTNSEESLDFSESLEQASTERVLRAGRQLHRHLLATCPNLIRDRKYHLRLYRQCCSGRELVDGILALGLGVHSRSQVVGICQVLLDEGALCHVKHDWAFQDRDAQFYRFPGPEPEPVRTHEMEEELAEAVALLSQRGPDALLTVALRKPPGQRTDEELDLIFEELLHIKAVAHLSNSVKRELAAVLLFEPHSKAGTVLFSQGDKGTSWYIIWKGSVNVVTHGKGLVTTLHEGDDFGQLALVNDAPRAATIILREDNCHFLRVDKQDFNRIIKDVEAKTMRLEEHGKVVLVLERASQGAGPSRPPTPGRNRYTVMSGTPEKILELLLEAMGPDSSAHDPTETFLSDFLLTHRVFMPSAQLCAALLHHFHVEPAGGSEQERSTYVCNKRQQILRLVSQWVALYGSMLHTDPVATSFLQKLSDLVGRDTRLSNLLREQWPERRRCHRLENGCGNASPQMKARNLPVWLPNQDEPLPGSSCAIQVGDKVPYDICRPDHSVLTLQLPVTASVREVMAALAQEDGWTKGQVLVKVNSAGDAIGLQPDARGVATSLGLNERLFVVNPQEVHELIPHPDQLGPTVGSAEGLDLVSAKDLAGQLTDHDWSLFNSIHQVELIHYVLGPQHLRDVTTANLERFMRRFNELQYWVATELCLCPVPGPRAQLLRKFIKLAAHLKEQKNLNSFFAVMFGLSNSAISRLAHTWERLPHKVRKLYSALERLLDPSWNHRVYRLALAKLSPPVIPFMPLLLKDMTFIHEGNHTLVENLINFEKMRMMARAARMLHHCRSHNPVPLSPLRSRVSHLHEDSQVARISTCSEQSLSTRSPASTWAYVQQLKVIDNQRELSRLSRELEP
PLK1 PBD block: blocks phosphopeptide binding to human PLK1 polo-box domain; 2.8% of 360,000 active; P53350; Potency, µM, for the others: max response, negative = inhibition, actives largely listed as inhibitors; Plk1 PBD binding of FITC phosphopeptide, fluorescence polarization; note: potency is the fitted concentration of half-maximal effect; series mostly up to about 57 µM; % is set by controls: 0 for no effect and ±100 for the full control effect; nearly all actives have a fitted effect of over 65% in size
GLP-1R inv ag: inverse agonists of human GLP-1 receptor; P43220; HEK293 GLP-1R CRE-luciferase, luminescence, 24 h; GLP-1R form is constitutively active; Potency, µM (series often up to 38.3 µM), without a hit: at the top dose activity change, negative = inhibition, usual class: inhibitors; 1.6% of 410,000 active; AID 624417; note: potency is the fitted concentration of half-maximal effect; % is set by controls: 0 for no effect and ±100 for the full control effect; nearly all actives have a fitted effect of over 55% in size
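qHTS in 1536-well format: reporter HEK293 cells expressing constitutive GLP-1R activity in DMEM + 10% Nu serum, 24 hr with compounds at 37 deg C, luminescence read after 12 min with detection reagent.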
PI5P4K alpha inh: inhibitors of human PI5P4K alpha; P48426; PI5P4Kalpha enzyme, ADP-Glo luminescence, 60 min; stronger effect = lower value; max response, %; 1.2% of 330,000 active; active = max response of -50% or lower; inconclusive = between -30% and -50%; inactive = -30% or higher; note: value at the top dose of about 77 µM; % is set by controls: 0 for no effect and ±100 for the full control effect
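qHTS, 1536-well: enzyme/substrate mix, compound by pin tool, 5 microM ATP final; RT 60 min; ADP-Glo reagents 1 (45 min) then 2 (30 min); luminescence.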
IL-2 act: IL-2 activation. IL-2 activation reporter assay, cell-based qHTS; stimulated with anti-CD3/CD4/CD28 beads; in transgenic mouse T cells. activation, % (series mostly up to about 46 µM). 0.065% of 360,000 active. AID 652025; in the data active = activation above about 50%; inconclusive = mostly about 30% to 49%; note: 0% is about no effect
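Quantitative HTS in unstimulated transgenic mouse T cells, with memory T cells as non-tolerant control and PMA/ionomycin as tolerance-bypass control. Compound pretreatment lasted 60 minutes before 18 h bead stimulation; EGFP/DsRed fluorescence read.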
EPAC1 agonist: activates human EPAC1 exchange factor | O95398 | EPAC1 agonist qHTS, biochemical assay; response scale: 100% = response to 6.5 mM cAMP | Potency, µM (doses to about 154 µM), inactives show at the highest dose activation, hits mostly activators | 0.073% of 360,000 active; note: potency is the fitted concentration of half-maximal effect; nearly all actives have a fitted effect of over 60% in size
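Normalized to 6.5 mM cAMP, activity reflects EPAC1-catalysed release of BODIPY-GDP from Rap1B, followed kinetically over 30 min at 480 nm excitation, 540 nm emission. Reaction contained 100 nM EPAC1, 250 nM Rap1B-BODIPY-GDP, 50 uM GDP.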
GLP1R cytotox: cytotoxicity in counter-screen for GLP-1R inverse agonists; Potency, µM (top dose mostly 38.3 µM), for the others: at the top dose activity change, negative = inhibition, most hits filed as inhibitors; HEK293 cAMP-luciferase reporter cells, luminescence, 24 h; 0.13% of 410,000 active; AID 624418;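 note: loss of luciferase light is scored as toxicity; potency is the fitted concentration of half-maximal effect; % is set by controls: 0 for no effect and ±100 for the full control effect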
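Quantitative HTS format, 1536 wells, 200 cells/uL seeded. Compounds: 23 nL, 24 h, 37 °C. Detection: luciferase reagent, luminescence at 12 min RT; decreased signal taken as cytotoxic.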
GLP-1R agonist: activates the human GLP-1 receptor; HEK293 GLP-1R CRE-luciferase, luminescence, 4-6 h; cells express a hypersensitive GLP-1R form; Potency, µM (highest dose often 45.6 µM), without a hit: at the highest dose activation, most hits filed as activators; 0.007% of 380,000 active; AID 624172; note: potency is the fitted concentration of half-maximal effect; % of control where 0% means no effect
* marks the source's active call; other numbers are inactive results; i = inactive; ? = inconclusive; / = no result given; & = joins results of further samples; [ ] = remark or other dose. Unless noted, calls come from the whole dose curve; as a rule, active = well fitted curve in the direction sought with a large enough effect; inconclusive = small, poorly fitted or top-dose-only effect, or another doubt; inactive = no such curve, though single readings can be large; an effect the other way counts as inactive or inconclusive. An excerpt. The share of hits here may be higher or lower than overall.

SMILES	PTHR1 agonist	EPAC1 antag	PLK1 PBD block	GLP-1R inv ag	PI5P4K alpha inh	IL-2 act	EPAC1 agonist	GLP1R cytotox	GLP-1R agonist
CCOC(=O)N1CCN(S(=O)(=O)N2CCCC(C(=O)NCCCN3CCC(C)CC3)C2)CC1 (stereo not drawn)	i	8%	-2%	4%	13	-0.6	9%	-11%	-5%
OCCC1CN(Cc2cnc(-c3ccccc3)s2)CCN1C1CCCC1 (stereo not drawn)	-63%[inhibitor]	-37%	-20%	?	8	3.0	-1%	-6%	-1%
Cc1nn(C)c(C)c1NC(=O)c1cc2nc(-c3ccco3)cc(C(F)(F)F)n2n1	-15%	-1%	-7%	46%[activator]	3	0.9	-2%	-21%	25%
CC(=O)Nc1ccc(S(=O)(=O)NC2CC(=O)N(c3cccc(F)c3)C2)cc1 (stereo not drawn)	i	-8%	1%	-3%	2	-1.9	-1%	1%	-6%
COc1cccc(/C=N/n2c(=O)[nH]c3ccccc32)c1OC	i	8%	-2%	32%[activator]	9	-0.2	-1%	-7%	17%
COc1ccc(/C(C)=N/Nc2nc3ccccc3nc2C)cc1OC	-19%	9%	6%	?	4	-4.4	-5%	?	4%
COc1ccc(CN(C(=O)c2nsc(Cl)c2Cl)C(C(=O)NC2CCCC2)c2ccc(OC)cc2)cc1 (stereo not drawn)	?	-1%	-15%	?	2	0.9	13%	5%	-4%
O=C(COc1ccc([N+](=O)[O-])cc1Cl)Nc1ccc2[nH]c(=O)[nH]c2c1	-12%	-5%	-4%	7%	0	-0.1	6%	-4%	20%
Nc1nc2c(ncn2COCCO)c(=O)[nH]1	-19%	-4%	-4%	-12%	2	1.0	-12%	0%	-4%
Cc1ccc2cc3cc(C(=O)NCc4ccc5c(c4)OCO5)oc3nc2c1	5%	-20%	-13%	11%	-4	0.7	3%	-4%	0%
O=C(N/N=C/c1ccco1)c1csc2c1CCCC2	-9%	-1%	-13%	-5%	-22	-2.8	-11%	-47%	8%
CC(=O)C1=CCC(c2cccc(Cl)c2)N(S(=O)(=O)c2ccc(C)cc2)C1 (stereo not drawn)	-34%[inhibitor]	?	-8%	?	7	-0.2	6%	-1%	-2%
CC(C)(C)NC(=O)C1CC(=O)N(CCc2ccc(F)cc2)C1 (stereo not drawn)	-21%	2%	-8%	8%	1	4.0	-10%	8%	7%
CC(C)C(C(=O)NC1CCCC1)N(CC1CCCO1)C(=O)CNS(=O)(=O)c1ccc(F)cc1 (stereo not drawn)	-8%	0%	-7%	-2%	-2	-2.8	-1%	-11%	7%
CCN(CC)C(=O)c1[nH]cnc1C(=O)Nc1ccc(Cl)cc1	i	5%	-19%	-3%	7	4.2	9%	-20%	0%
COc1ccc2nc(NC(=O)C3CCCN(S(=O)(=O)c4cccc5nonc45)C3)sc2c1 (stereo not drawn)	i	-24%	16%&11%	?	4	0.4	4%	59%[activator]	-1%
C[C@H](CO)N1C[C@H](C)[C@@H](CN(C)S(C)(=O)=O)Oc2ccc(NC(=O)Cn3cnnn3)cc2C1=O	-14%	18%	-8%	17%	5	-0.3	-14%	2%	1%
CC(CCc1ccco1)NC(=O)CSc1cc(=O)n(C)c2ccccc12 (stereo not drawn)	-2%[57.5 µM]	-11%	-10%	0%	-8	-0.9	-19%	-13%	-9%
COc1ccc(CCNC(=O)c2ccc(CSc3ccccc3)o2)cc1	-26%	-14%	-2%	?	2	0.5	13%	13%	14%
CCCc1nc2scc(-c3ccc(C)cc3)c2c(=O)n1N	i	13%	0%	?	1	-1.7	-8%	-12%	5%
COC(=O)C1C(=O)c2c(C)noc2CC1(C)C (stereo not drawn)	i	-1%	2%	-2%	0	-2.0	-1%	-9%	1%
COc1cccc(NC(=O)C2CCC(CNS(=O)(=O)c3cccs3)CC2)c1 (stereo not drawn)	-2%	15%	-14%	?	0	0.4	11%	0%	7%
O=C(Nc1nc2ccccc2c(=O)[nH]1)c1ccccc1SCc1ccccc1	-27%	-20%	-14%	-7%	0	-0.6	7%	7%	21%
COc1ccc(C(=O)Cn2c(Br)nc3c2c(=O)n(C)c(=O)n3C)cc1OC	15%[57.5 µM]	3%	-6%	0%	/	-1.6	1%	4%	-6%
NC(=O)CSc1nnc(-c2cnccn2)n1Cc1ccco1	i	1%	-4%	3%	-5	-0.3	-3%	-7%	0%
Cc1ccc(CC(=O)Nc2ccc(S(=O)(=O)Nc3nccc(C)n3)cc2)cc1	-17%	9%	-2%	10%	5	0.2	-3%	-7%	-7%
O=[N+]([O-])c1ccc(-c2nnc3n2CCCCC3)cc1	i	-13%	-3%	-23%	-1	1.6	11%	-14%	-1%
CC(=O)c1ccc(NC(=S)NC(=O)/C=C/c2ccc(F)cc2)cc1	-5%	-5%	-8%	43%[activator]	-14	0.9	11%	1%	15%
COCCn1c(C)cc(C(=O)CSc2ncn[nH]2)c1C	-16%	3%	-8%	0%	/	2.0	3%	5%	0%
COc1cccc(NC(=O)Nc2nnc(CC(=O)NCc3ccccc3)s2)c1	i	-17%	-2%	?	-1	0.4	-2%	?	-3%
CCC1(CC)NC(=O)N(CC(=O)OCC(=O)Nc2ccccc2[N+](=O)[O-])C1=O	-11%	-3%	-5%	14%	-1	-1.7	1%	0%	5%
COc1cc(C2c3c([nH]c(=O)[nH]c3=O)Nc3ccc4ccccc4c32)ccc1O (stereo not drawn)	-14%	?	?	13%	-6	0.0	10%	-5%	7%
CC(C)=CCC[C@H](C)C[C@@H]1CC2=C(C(=O)OC(C)(C)O2)[C@@H](c2ccc(F)cc2)O1	i	-7%	-2%	?	4	-0.8	-7%	2%	4%
O=[N+]([O-])c1ccc2c(c1)C(N1CCN(CCO)CC1)Cc1ccc(F)cc1S2 (stereo not drawn)	i	-6%	-9%	?	-4	-0.7	11%	-12%	13%
CC1CCN(CC(O)CN2c3ccccc3Sc3ccccc32)CC1 (stereo not drawn)	22%	8%	-15%	?	-2	-1.2	16%	?	-1%
CN(C)S(=O)(=O)c1ccc(C(=O)NCCOc2ccc(F)cc2)cc1	-15%[57.5 µM]	6%	0%	0%	/	-2.2	-1%	-18%	-7%
Cc1cccc(NC(=O)CN2CCc3cc4c(cc3C2)OCCCO4)c1	i	-29%	-5%	?	-17	-4.2	-6%	3%	2%
O=C(NNC(=O)c1ccccc1OCc1ccc(F)cc1)c1ccncc1	-6%	-8%	3%	1%	1	0.2	-1%	2%	8%
CCOC(=O)c1ccccc1NC(=O)Cn1cnc2c(cnn2-c2ccccc2)c1=O	-3%[57.5 µM]	7%	-1%	-1%	-3	0.9	-3%	-12%	-7%
COc1ccc(C(C#N)N2N=C(C)CC2(C)C)cc1 (stereo not drawn)	-5%[57.5 µM]	18%	-9%	4%	4	1.0	0%	-9%	-11%

The list goes on, overlapping the part above by five compounds.
SMILES	PTHR1 agonist	EPAC1 antag	PLK1 PBD block	GLP-1R inv ag	PI5P4K alpha inh	IL-2 act	EPAC1 agonist	GLP1R cytotox	GLP-1R agonist
CN(C)S(=O)(=O)c1ccc(C(=O)NCCOc2ccc(F)cc2)cc1	-15%[57.5 µM]	6%	0%	0%	/	-2.2	-1%	-18%	-7%
Cc1cccc(NC(=O)CN2CCc3cc4c(cc3C2)OCCCO4)c1	i	-29%	-5%	?	-17	-4.2	-6%	3%	2%
O=C(NNC(=O)c1ccccc1OCc1ccc(F)cc1)c1ccncc1	-6%	-8%	3%	1%	1	0.2	-1%	2%	8%
CCOC(=O)c1ccccc1NC(=O)Cn1cnc2c(cnn2-c2ccccc2)c1=O	-3%[57.5 µM]	7%	-1%	-1%	-3	0.9	-3%	-12%	-7%
COc1ccc(C(C#N)N2N=C(C)CC2(C)C)cc1 (stereo not drawn)	-5%[57.5 µM]	18%	-9%	4%	4	1.0	0%	-9%	-11%
COc1ccc2c(c1)OC[C@H]1[C@H]2N2C(=O)CN(CC3CCCO3)C(=O)[C@@]2(C)[C@H]1c1ccccc1 (stereo partly drawn)	-25%	-5%	-6%	10%	4	-0.2	3%	21%	-3%
Cn1cnnc1SCC(=O)c1ccc2c(c1)CCCC2	-6%[57.5 µM]	3%	-10%	6%	/	-1.9	-4%	-17%	0%
Cc1cccc(OCCC(=O)Nc2ccc(S(=O)(=O)N3CCCC3)cc2)c1	-15%	-6%	-6%	?	2	0.4	20%	-2%	-1%
Cc1ccc(C(=O)N/C(=C\c2ccco2)C(=O)N2CC(C)OC(C)C2)cc1C (stereo not drawn)	-1%	7%	1%	-23%	-5	-2.3	5%	1%	6%
C/C=C/C(=O)N1CC2(CC(c3cccc(NC(=O)/C(C)=C/C)c3)=NO2)C[C@H]1C(N)=O (stereo partly drawn)	i	-4%	-19%	1%	-2	0.8	-4%	14%	4%
CCCCNC(=O)CCCCCn1c(=O)[nH]c2cc(C(=O)OC)ccc2c1=O	-11%	-8%	-6%	-17%[7.66 µM]	1	1.1	-7%	0%[7.66 µM]	-3%
O=C(NCCN1CCOCC1)c1ccc(=O)oc1	-32%[inhibitor]	2%	-5%	0%	/	2.8	5%	-2%	-8%

Exported comma-delimited: 2 of the compounds above
Structure,PTHR1 agonist,EPAC1 antag,PLK1 PBD block,GLP-1R inv ag,PI5P4K alpha inh,IL-2 act,EPAC1 agonist,GLP1R cytotox,GLP-1R agonist
COc1ccc2c(c1)OC[C@H]1[C@H]2N2C(=O)CN(CC3CCCO3)C(=O)[C@@]2(C)[C@H]1c1ccccc1 (stereo partly drawn),-25%,-5%,-6%,10%,4,-0.2,3%,21%,-3%
Cn1cnnc1SCC(=O)c1ccc2c(c1)CCCC2,-6%[57.5 µM],3%,-10%,6%,/,-1.9,-4%,-17%,0%
